# MBD2 DNA inh: blocks human MBD2 binding to methylated DNA; AID 686964; inhibition, % at 4.4 µM; actives 0.31% (n = 370,000); TR-FRET, MBD2 binding to methylated oligonucleotide; in the data active = inhibition above about 13%
# TCR CD3 inh: human TCR-CD3 binding inhibition; TAMRA-labeled TCR probe fluorescence, biochemical; inhibition, % at 9.4 µM; actives 0.37% (n = 360,000); in the data active = inhibition above about 19%;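 note: recombinant mutant TCR 2C K166C tagged with TAMRA read by polarization; 0% = receptor in buffer alone and 100% = receptor with positive control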
# UHRF1 MBD2 ctr: human UHRF1 methylated DNA binding inhibitors; UHRF1 binding to methylated oligo, TR-FRET; inhibition, % at 4.4 µM; actives 0.75% (n = 370,000); AID 687016; in the data active = inhibition above about 21%;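 note: UHRF1 SRA domain binding a hemimethylated CpG hairpin DNA probe; 0% = median of test compound wells and 100% = reference inhibitor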
# PRMT1 FP inh: inhibitors of human PRMT1. Q99873. recombinant PRMT1, activity-based probe fluorescence polarization. inhibition, % at 2.79 µM. actives 1.3% (n = 370,000). AID 652257;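 active = inhibition above about 21% made by adding two undisclosed values, limit read from the data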
# SIAE primary: human SIAE inhibition, primary screen; Q9HAT2; AID 1053197; actives 0.69% (n = 370,000); inhibition, % at 9.66 µM; SIAE FP-Rh probe binding, fluorescence polarization;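 active = inhibition above a cutoff: mean of compounds within the control limits plus 3 SD of those, cut at about 17% in these data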;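 note: 0% = plate median of compound wells and 100% = probe without SIAE protein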
# KLK7 zymogen act: activates the human kallikrein-7 zymogen; AID 652039; actives 0.9% (n = 370,000); purified proKLK7, EDANS-DABCYL substrate fluorescence; 100% is mature enzyme control, 0% vehicle; activation, % at 7 µM; P49862;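 active = activation above the mean of all tested compounds plus 3 SD, computed per campaign excluding outliers beyond control limits, cut at about 13% in these data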
# Target sequence (P49862 whole entry, looked up): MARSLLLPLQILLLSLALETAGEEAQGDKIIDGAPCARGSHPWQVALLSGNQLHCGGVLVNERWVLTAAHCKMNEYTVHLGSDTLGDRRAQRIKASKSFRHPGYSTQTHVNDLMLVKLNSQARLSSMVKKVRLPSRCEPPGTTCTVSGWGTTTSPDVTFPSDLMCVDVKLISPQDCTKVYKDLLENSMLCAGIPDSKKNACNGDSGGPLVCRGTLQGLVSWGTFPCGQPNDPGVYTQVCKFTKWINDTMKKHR
# TDP2 absorb: TDP2 (human) inhibition, absorbance primary screen | recombinant TDP2, T5PNP hydrolysis, p-nitrophenol absorbance 415 nm | inhibition, % at 12.8 µM | actives 0.34% (n = 370,000);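 active = inhibition above the mean of all tested compounds plus 3 SD, set per campaign, cut at about 25% in these data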;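 note: 0% = DMSO with enzyme and 100% = buffer with substrate but no TDP2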
#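 Assay system: Recombinant human TDP2 | Quantity: 120 nM TDP2 per well | Incubation: 2 h at 37 °C | Signal: Epi absorbance | Evaluation: Percent inhibition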
# DDE Tn6 FP inh: disrupts Tn6 cyclic peptide binding to fibrin D-Dimer-E complex; P02675; Fibrin DD(E) TRITC-Tn6 fluorescence polarization displacement; inhibition, % at 8.3 µM; actives 0.21% (n = 370,000);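 active = inhibition above a per-campaign cutoff: mean of compounds within control limits plus 3 SD, cut at about 15% in these data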;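 note: 0% = median of all compound wells on the plate and 100% = blocking peptide control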
# Target sequence (P02675 whole entry, looked up): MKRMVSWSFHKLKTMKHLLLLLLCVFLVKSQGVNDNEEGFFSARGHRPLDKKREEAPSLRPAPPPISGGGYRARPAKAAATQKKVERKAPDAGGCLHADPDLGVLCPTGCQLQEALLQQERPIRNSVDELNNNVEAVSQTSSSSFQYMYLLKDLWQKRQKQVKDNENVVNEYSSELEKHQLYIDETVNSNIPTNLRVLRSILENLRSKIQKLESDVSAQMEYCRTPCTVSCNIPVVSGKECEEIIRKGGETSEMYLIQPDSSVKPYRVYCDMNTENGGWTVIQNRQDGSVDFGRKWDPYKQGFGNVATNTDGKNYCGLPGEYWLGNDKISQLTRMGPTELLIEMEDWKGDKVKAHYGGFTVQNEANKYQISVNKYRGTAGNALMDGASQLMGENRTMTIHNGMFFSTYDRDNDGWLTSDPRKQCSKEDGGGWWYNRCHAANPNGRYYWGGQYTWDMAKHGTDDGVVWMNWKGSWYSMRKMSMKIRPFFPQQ
# LEDGF integ inh: blocks HIV-1 LEDGF/p75-dependent DNA integration; TR-FRET IN-LEDGF/p75 DNA integration, Eu/Cy5; inhibition, % at 3.7 µM; actives 0.64% (n = 370,000); AID 743269;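 active = inhibition above the screen-wide mean plus 3 SD, cut at about 13% in these data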;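 note: signal is the Cy5 over europium emission ratio at 671 and 618 nm; 0% = plate median of compound wells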
# DDE Tn7 FP inh: inhibitors of Tn7 peptide binding to human fibrin DD(E) | P02675 | FP displacement of FITC-Tn7 peptide from fibrin DD(E); 0% = median of compound wells per plate | inhibition, % at 8.3 µM | actives 0.13% (n = 370,000);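 active = inhibition above the mean of compounds falling within the control limits plus 3 SD of them, cut at about 14% in these data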;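 note: 0% = plate median of compound wells and 100% = 10 µM Aha-Tn7 peptide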
#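 Assay system: Human fibrin DD(E) protein | Medium: Tris buffer with calcium and detergent, pH 7.8 | Reagent: 0.1 µM fluorescent Tn7 | Compound dosing: Single point at 8.3 µM | Times: 10 min preincubation, 3 h with tracer, room temperature | Detection: Fluorescence polarization of the labelled Tn7 tracer | Controls: Aha-Tn7 high control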
# Active calls of the source: *; · = not tested or not shown.
# Sample of the layout, 7 compounds:
SMILES,MBD2 DNA inh,TCR CD3 inh,UHRF1 MBD2 ctr,PRMT1 FP inh,SIAE primary,KLK7 zymogen act,TDP2 absorb,DDE Tn6 FP inh,LEDGF integ inh,DDE Tn7 FP inh
Cc1ccn2c(=O)nc(SCC(=O)NCc3ccc(F)cc3)nc2c1,4,1,-3,0,-3,-0.5,4,-5,2,1
COc1ccc(C(=O)NC(Cn2ccnc2)C(C)(C)C)cc1OC1CCN(C(C)C)CC1 (stereo not drawn),9,0,0,-1,1,-0.4,-3,5,1,-3
COc1ccc(Cl)cc1S(=O)(=O)Oc1ccc(NC(C)=O)cc1,1,4,1,1,-6,-0.5,3,2,1,0
CC(C)CNS(=O)(=O)c1cc(C(=O)OCC(=O)N(C)C2CCS(=O)(=O)C2)c(Cl)cc1Cl (stereo not drawn),2,-7,0,9,3,0.1,-1,0,-3,0
Cc1ccc(-c2ccc(NC(=O)C3C4C=CC(C4)C3C(=O)O)cc2)o1 (stereo not drawn),-4,5,-3,21,7,0.5,-1,5,-2,-1
COc1ccc(/C=N/S(=O)(=O)CCc2ccccc2)c(OC)c1,2,-7,2,-1,2,-0.8,12,4,0,6
COC(=O)/C=C1\OC(C)c2ccccc21 (stereo not drawn),-5,3,-1,-3,-4,-0.5,-6,10,-1,-5

# All compounds of this part, from the start:
SMILES,MBD2 DNA inh,TCR CD3 inh,UHRF1 MBD2 ctr,PRMT1 FP inh,SIAE primary,KLK7 zymogen act,TDP2 absorb,DDE Tn6 FP inh,LEDGF integ inh,DDE Tn7 FP inh
Cc1ccn2c(=O)nc(SCC(=O)NCc3ccc(F)cc3)nc2c1,4,1,-3,0,-3,-0.5,4,-5,2,1
COc1ccc(C(=O)NC(Cn2ccnc2)C(C)(C)C)cc1OC1CCN(C(C)C)CC1 (stereo not drawn),9,0,0,-1,1,-0.4,-3,5,1,-3
COc1ccc(Cl)cc1S(=O)(=O)Oc1ccc(NC(C)=O)cc1,1,4,1,1,-6,-0.5,3,2,1,0
CC(C)CNS(=O)(=O)c1cc(C(=O)OCC(=O)N(C)C2CCS(=O)(=O)C2)c(Cl)cc1Cl (stereo not drawn),2,-7,0,9,3,0.1,-1,0,-3,0
Cc1ccc(-c2ccc(NC(=O)C3C4C=CC(C4)C3C(=O)O)cc2)o1 (stereo not drawn),-4,5,-3,21,7,0.5,-1,5,-2,-1
COc1ccc(/C=N/S(=O)(=O)CCc2ccccc2)c(OC)c1,2,-7,2,-1,2,-0.8,12,4,0,6
COC(=O)/C=C1\OC(C)c2ccccc21 (stereo not drawn),-5,3,-1,-3,-4,-0.5,-6,10,-1,-5
COc1ccc(/C=C/C(=O)N2c3ccccc3Sc3ccc(C(F)(F)F)cc32)cc1,3,-6,6,1,-8,-0.1,0,5,0,7
COc1cccc(Cn2cnc(-c3ccccc3OC)c2-c2cc(C)cc(C)c2)c1,0,2,-1,-4,-1,-0.1,-2,-10,3,-4
Cc1ccc(N(CC(=O)NC(C)(C)C)C(=O)CCC(=O)Nc2ccccn2)cc1,2,9,0,-3,-1,-0.4,-3,4,3,-5
CC1=C(C(=O)N2CCCCCC2)CC(CC(=O)NC2CCCC2)C(=O)N1Cc1ccc(C(C)(C)C)cc1 (stereo not drawn),0,0,1,0,-4,-0.1,2,4,1,-2
Nn1c(SCc2ccc(Br)cc2)nnc1-c1cccnc1,0,2,-2,1,2,-0.2,12,5,1,0
COc1ccc(CC(=O)Nc2ccc(/C(C)=N/NC(=O)c3ccc(OC)cc3OC)cc2)cc1,2,6,-2,-2,1,-0.4,-16,0,-1,7
COc1ccc(CCNC(=O)COC(=O)/C=C/c2cc(OC)c(OC)c(OC)c2)cc1OC,2,-1,-5,-2,2,0.9,7,-3,2,-5
COc1ccccc1N1CC(C(=O)NCCC2=CCCCC2)CC1=O (stereo not drawn),7,-12,5,5,-1,-0.7,-4,-9,-8,9
Cc1cccc(C)c1NC(=O)C(c1ccc(Cl)cc1Cl)N1CCCCC1 (stereo not drawn),9,-3,9,6,-4,-0.1,-10,-6,-4,0
O=C(/C=C/c1cc(Br)ccc1O)c1ccco1,5,-3,-2,3,-3,-0.7,0,2,3,-5
CCOc1ccccc1NC(=O)Cc1ccccc1OC,-1,-2,0,-3,1,0.2,8,-3,4,4
Cc1cc(S(=O)(=O)N2CCCC2)ccc1OCC(=O)NCc1ccccc1,2,4,-2,-1,0,0.1,-7,6,-3,2
COc1ccc(C(CC(=O)c2ccc(C)cc2)C(C#N)C#N)cc1OC (stereo not drawn),3,-5,1,2,6,0.0,-1,7,3,3
Cc1ccccc1NC(=O)Cn1cnc2c1c(=O)n(C)c(=O)n2C,-1,5,3,-1,0,0.3,2,1,4,-1
CCS(=O)(=O)C1=NSC2=NC(=O)/C(=C\c3ccc(OC(=O)c4ccco4)c(OC)c3)C(=N)N21,6,7,2,0,-9,0.6,3,-2,-1,-3
COc1ccccc1Oc1nc(-c2ccccc2)cc(C)c1S(C)(=O)=O,-1,-2,5,-3,-3,0.3,-11,-2,1,-7
C/C(=N\NC(=O)c1cccc(S(=O)(=O)N2CCOCC2)c1)c1cc2ccccc2o1,8,-2,3,8,-7,0.0,-16,-8,-5,1
COc1ccc(-n2c(SCC(=O)Nc3ccc4c(c3)OCO4)nnc2C(C)N2CCCCC2)cc1 (stereo not drawn),3,1,-2,-4,5,0.7,0,-1,-2,1
SMILES,MBD2 DNA inh,TCR CD3 inh,UHRF1 MBD2 ctr,PRMT1 FP inh,SIAE primary,KLK7 zymogen act,TDP2 absorb,DDE Tn6 FP inh,LEDGF integ inh,DDE Tn7 FP inh
CC(C)=C1SC(N2CCN(c3ccc(C)cc3)CC2)=NC1=O,1,-2,0,-2,-1,0.4,5,-4,2,-4
CC1CCN(S(=O)(=O)c2cnc(Cl)c(Br)c2)CC1,-1,-3,4,2,0,-0.4,-1,9,-5,-1
CC(=O)N1Cc2ccccc2C(C)CC12CCCCC2 (stereo not drawn),-1,0,5,2,3,-0.4,-13,9,-4,3
O=C1c2ccccc2CN1CCNS(=O)(=O)c1ccc2ccccc2c1,6,-4,0,5,5,1.1,-2,-9,2,0
COc1ccc(N(Cc2ccccc2)S(=O)(=O)c2cccc(C(=O)O)c2)cc1,0,2,2,-3,1,-0.6,-20,-8,2,1
Cc1ccc2cc(C#N)c(NCc3ccccc3)nc2c1,-2,-2,2,3,4,-3.4,-3,-3,-3,-2
CC(C)CNC(=O)OCc1cn(Cc2c(F)cccc2F)nn1,2,·,-1,-6,3,0.4,1,-2,6,-11
O=C(C1CCCC1)N1CCN(S(=O)(=O)c2ccc(F)c(F)c2F)CC1,0,1,-2,2,11,-0.4,-3,3,0,5
Cc1ccnc(NS(=O)(=O)c2ccc3c(c2)CCO3)c1,-5,8,-2,1,3,0.0,3,-6,0,-7
O=C(c1ccccc1F)N1CCN(C(=O)C(c2ccccc2)c2ccccc2)CC1,-2,-7,0,4,-7,0.6,-3,-1,-2,3
Cc1cc(NC(=O)COC(=O)/C=C/c2ccc(C)o2)no1,3,7,-1,6,-5,0.3,-3,-1,-2,4
COc1cccc(C2CC(c3ccc(C(C)C)cc3)n3nc(N)nc3N2)c1 (stereo not drawn),2,-5,2,5,3,0.2,-1,7,0,2
COc1ccc(OC)c(S(=O)(=O)Nc2ccc(F)cc2)c1,1,-2,3,1,2,0.1,11,10,4,2
O=C(Nc1ccc(Cl)cc1)Nc1ccc(S(=O)(=O)Nc2ncccn2)cc1,-6,-8,-1,2,1,0.1,-6,-11,-2,1
CC(C)(C)[C@H]1COC(=O)CC/C=C\C[C@H](CC(=O)N(CCO)Cc2ccccc2)C(=O)N1,-2,4,-1,-1,5,0.2,0,-3,0,-7
CCOC(=O)c1c(C)oc2c1c(C(c1ccccc1)N1CCOCC1)c(O)c1ccccc12 (stereo not drawn),-1,4,-1,4,9,0.5,6,-6,-1,1
COc1cc(C=O)ccc1OC(=O)N1CCOCC1,1,3,0,1,-12,0.2,-5,11,-2,7
Cc1occc1C(=O)N1CCCC(N2CCN(c3ccccc3F)CC2)C1 (stereo not drawn),-6,12,-1,-1,3,0.8,-10,0,-5,3
O=C(CSc1nc2ccccc2[nH]1)N/N=C/c1ccncc1,-1,3,-4,-1,-4,-0.3,6,1,1,2
O=C(CN(C(=O)CCC(=O)Nc1nccs1)c1cccc(F)c1)NCCc1ccccc1,0,0,-4,1,-2,0.5,1,2,0,-4
CC1CCCC(C)N1CCOc1cc(N)ccc1C#N (stereo not drawn),3,5,1,-1,3,0.1,-3,9,-2,1
CCN1CC(CNCc2cn(-c3ccc(OC)cc3)nc2-c2ccccc2Cl)CC1=O (stereo not drawn),4,9,2,-1,3,0.4,-19,5,5,-1
CNC(=O)c1cn(-c2ccc(Cl)cc2)c(=O)c2ccccc12,-6,1,1,4,-1,-0.3,6,-4,-1,4
CN1/C(=C\C(=O)CSc2ncn[nH]2)C(C)(C)c2ccccc21,3,1,1,5,9,0.5,-8,6,-6,-2
Cc1ccccc1S(=O)(=O)Nc1nc2ccccc2nc1N1CCc2ccccc2C1,-4,3,-4,1,2,0.1,8,6,0,-2
CCOC(=O)COn1c(-n2nc(C)cc2C)nc2ccccc2c1=O,1,-12,1,3,-12,-0.2,1,5,-1,-5
Cc1ccc(C(=O)OCC(=O)Nc2ccc(C)c(S(=O)(=O)N3CCCCC3)c2)c(O)c1,5,2,5,0,-88,0.4,7,-2,-2,-1
